High-throughput results as filed in PubChem.
E coli Lon inh: E. coli protease La inhibition. P0A9M0. purified E. coli Lon protease, fluorescence polarization. inhibition, % at 7.94 µM. 360,000 tested, 0.42% active. AID 602123; in the data active = inhibition above about 13%, passing the limit was not always enough;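 note: 0% = enzyme with probe and DMSO and 100% = no enzyme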
Rin1 Abl inh: inhibitors of human Rin1-Abl protein interaction. P00519+Q13671. TR-FRET Rin1/Abl binding, biochemical. inhibition, % at 7.35 µM. AID 588664. 360,000 tested, 0.4% active; in the data active = inhibition above about 5%, passing the limit was not always enough
Target sequence (P00519 whole entry, looked up): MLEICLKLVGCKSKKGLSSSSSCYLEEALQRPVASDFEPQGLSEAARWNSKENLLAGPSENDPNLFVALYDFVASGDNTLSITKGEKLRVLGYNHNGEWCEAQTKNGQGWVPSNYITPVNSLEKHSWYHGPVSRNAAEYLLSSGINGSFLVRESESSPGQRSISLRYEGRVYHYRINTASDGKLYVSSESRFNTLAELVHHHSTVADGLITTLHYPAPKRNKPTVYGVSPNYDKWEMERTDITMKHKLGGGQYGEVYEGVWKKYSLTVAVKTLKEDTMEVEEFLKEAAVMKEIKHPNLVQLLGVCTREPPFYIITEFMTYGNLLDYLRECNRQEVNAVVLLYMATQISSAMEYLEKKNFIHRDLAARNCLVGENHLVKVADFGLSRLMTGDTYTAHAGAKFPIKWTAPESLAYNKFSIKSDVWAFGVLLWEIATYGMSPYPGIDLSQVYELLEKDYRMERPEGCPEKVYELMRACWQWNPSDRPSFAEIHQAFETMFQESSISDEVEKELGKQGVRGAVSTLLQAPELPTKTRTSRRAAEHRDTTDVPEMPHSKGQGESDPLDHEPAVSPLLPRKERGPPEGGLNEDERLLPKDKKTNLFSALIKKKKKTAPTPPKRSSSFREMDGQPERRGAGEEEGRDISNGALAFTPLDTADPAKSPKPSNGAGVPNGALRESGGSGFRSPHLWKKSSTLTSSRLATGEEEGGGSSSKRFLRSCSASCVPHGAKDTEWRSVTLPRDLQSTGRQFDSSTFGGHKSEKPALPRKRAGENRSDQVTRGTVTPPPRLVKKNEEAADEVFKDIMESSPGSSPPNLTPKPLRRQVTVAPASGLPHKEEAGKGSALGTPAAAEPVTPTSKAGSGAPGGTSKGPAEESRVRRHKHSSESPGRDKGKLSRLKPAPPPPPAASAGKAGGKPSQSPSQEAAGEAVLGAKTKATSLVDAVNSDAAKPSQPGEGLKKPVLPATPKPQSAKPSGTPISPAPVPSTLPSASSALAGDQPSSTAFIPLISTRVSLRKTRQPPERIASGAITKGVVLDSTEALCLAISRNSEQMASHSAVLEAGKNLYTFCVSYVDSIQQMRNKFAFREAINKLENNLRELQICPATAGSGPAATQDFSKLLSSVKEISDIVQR
Target sequence (Q13671 whole entry, looked up): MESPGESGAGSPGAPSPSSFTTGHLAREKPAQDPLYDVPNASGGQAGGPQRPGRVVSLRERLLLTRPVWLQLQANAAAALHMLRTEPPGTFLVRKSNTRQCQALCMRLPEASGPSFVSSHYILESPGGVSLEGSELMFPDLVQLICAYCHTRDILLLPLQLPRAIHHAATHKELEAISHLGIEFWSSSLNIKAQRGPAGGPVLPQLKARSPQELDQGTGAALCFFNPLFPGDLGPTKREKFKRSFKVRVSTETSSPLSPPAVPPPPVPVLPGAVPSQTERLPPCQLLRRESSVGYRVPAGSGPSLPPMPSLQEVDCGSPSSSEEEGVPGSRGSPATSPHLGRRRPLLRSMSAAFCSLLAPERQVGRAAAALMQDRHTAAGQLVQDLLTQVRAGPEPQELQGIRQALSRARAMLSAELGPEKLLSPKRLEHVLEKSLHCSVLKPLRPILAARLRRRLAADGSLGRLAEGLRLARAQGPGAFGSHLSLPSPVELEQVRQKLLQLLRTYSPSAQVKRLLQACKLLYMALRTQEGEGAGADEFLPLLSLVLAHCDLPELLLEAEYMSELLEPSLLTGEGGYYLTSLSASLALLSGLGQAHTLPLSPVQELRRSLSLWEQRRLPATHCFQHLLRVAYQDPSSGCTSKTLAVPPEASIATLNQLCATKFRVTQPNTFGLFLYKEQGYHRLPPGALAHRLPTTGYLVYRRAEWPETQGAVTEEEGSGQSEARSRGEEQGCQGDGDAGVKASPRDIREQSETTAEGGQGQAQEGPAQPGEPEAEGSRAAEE
CSN deneddyl inh: CSN deneddylation inhibition; Q92905; inhibition, % at 12.5 µM; AID 651999; 360,000 tested, 0.38% active; Purified CSN, SCF-Nedd8-OG deneddylation, fluorescence polarization;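 active = pattern-corrected inhibition above about 35%, with an unprinted fluorescence ratio check between 0.5 and 1.5, limit read from the data, passing the limit was not always enough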;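 note: 0% = enzyme with substrate and 100% = substrate without enzyme; some results filed as inactive read as strong as hits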
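Material: purified human Csn5 enzyme expressed in HEK293T cells / Medium: Tris buffer pH 7.5, NaCl, DTT, Tween-20, trehalose, ovalbumin / Compound dosing: 12.5 µM single point / Schedule: 90 min incubation of compound, enzyme and substrate at room temperature / Signal: fluorescence polarization of the substrate / Control set: no-enzyme wells high, enzyme-with-substrate wells low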
Neddylation inh: blocks human cullin neddylation. TR-FRET cullin neddylation, biochemical. calls only at 25 µM. 360,000 tested, 0.58% active. AID 651699; in the data active = inhibition above about 36%
MLLE-PAM2 inh: inhibitors of microRNA-mediated deadenylation, human PABP1 MLLE binding. P11940. GST-MLLE / FITC-PAM2 fluorescence polarization. inhibition, % at 20 µM. 360,000 tested, 0.36% active. AID 588489; in the data active = inhibition above about 35%, passing the limit was not always enough;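 note: plate controls were DMSO wells with GST-MLLE for no effect and wells lacking GST-MLLE protein for full effect; some results filed as inactive read as strong as hits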
bovine MsrA act: activators of bovine methionine sulfoxide reductase A | purified bovine MsrA, absorbance read-out | activation, % at 10.6 µM | 360,000 tested, 0.3% active; in the data active = activation above about 7.5%;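 note: 0% = vehicle and 100% = reference activator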
FAS TE block: FAS thioesterase (human) inhibition; inhibition, % at 15 µM; 360,000 tested, 0.67% active; recombinant FAS-TE, OMFH fluorogenic substrate, fluorescence endpoint; AID 602261;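 active = compounds whose normalised, plate-corrected inhibition of enzyme fluorescence in the single-dose primary screen is 50% or more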;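 note: 0% = DMSO with enzyme and 100% = substrate without enzyme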
Tb MetRS inh: blocks T. brucei methionyl-tRNA synthetase activity | purified T. brucei MetRS, ATP depletion, Kinase-Glo luminescence | inhibition, % at 11.9 µM | 360,000 tested, 0.4% active;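 active = inhibition above a per-plate cutoff of the control wells' mean inhibition plus 3 SD, cut at about 5.5% in these data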;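 note: 0% = DMSO wells median and 100% = median of wells with control inhibitor compound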
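Measured by: Kinase-Glo luciferase luminescence reporting remaining unconsumed ATP. Material: purified T. brucei MetRS enzyme. Doses: 11.9 µM compound single dose, 0.9% DMSO. Medium: HEPES buffer containing pyrophosphatase, BSA, spermine, DTT. Times: 15 min preincubation, 2 h reaction, all 25 °C. Reagent: methionine, ATP and bulk E. coli tRNA.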
MsrA inhibitor: inhibits bovine methionine sulfoxide reductase A. purified bovine MsrA, absorbance read-out. inhibition, % at 15.5 µM. 360,000 tested, 0.75% active; in the data active = inhibition above about 4.5%;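 note: 0% = vehicle wells with enzyme and 100% = reference inhibitor wells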
Numbers without * were called inactive; i = inactive; · = not tested or not shown; & = joins results of further samples.

Results follow in this order: E coli Lon inh, Rin1 Abl inh, CSN deneddyl inh, Neddylation inh, MLLE-PAM2 inh, bovine MsrA act, FAS TE block, Tb MetRS inh, MsrA inhibitor
- COc1cc(/C=N/O)c(Br)cc1OCC(=O)Nc1ccccc1C
→ -11, -3, -1, i, -6, 3, -10, 0.2, 0.9
- Cn1ccc(C(=O)Nc2ccc(Br)cc2Br)n1
→ 5, -1, -1, i, 8, -5, -2, 1.7, -1.4
- Cn1c(=O)c2c(nc(N3CCOCC3)n2C)n(C)c1=O
→ 1, 1, 3, i, 1, -1, -5, 0.3, 0.6
- CC(=O)Nc1cccc(-c2ccnc3c2CC(C)(C(=O)Nc2ccc(Cl)c(C(F)(F)F)c2)O3)c1 (stereo not drawn)
→ 2, -3, 1, i, 10, -5, 29, -0.3, -0.4
- CC(=O)Nc1ccc(CN2CCC(Oc3ccc(C(=O)N4CCCC4)cc3)CC2)cc1
→ -8, 7.3*, 7, i, 7, -3, -3, -0.3, -1.4
- COC(=O)C[C@@H]1CC[C@@H](NS(=O)(=O)c2ccc(OC)cc2)[C@@H](CO)O1
→ ·, ·, -2, i, ·, ·, ·, -0.9, 0.1
- O=c1cc(C(Cl)(Cl)Cl)oc2c1ccc1ccccc12
→ 1, -1, 3, i, 6, -1, 12, -0.4, -0.7
- CCN(CC)c1ccc(NC(=O)Nc2cccc(C(C)=O)c2)cc1
→ 4, -3, 3, i, 25, 1, 2, -0.7, 0.1
- N#Cc1c(-c2ccco2)nc(NCC2CCCO2)[nH]c1=O (stereo not drawn)
→ 0, -50, -2, i, 16, -2, -8, -0.3, 1.4
- CCNc1nc(NC(C)C)nc(N(C#N)CCOc2ccccc2)n1
→ 0, -2, 2, i, -17, -1, 11, -0.6, 1.0
- Cc1ccccc1OCC(=O)Nc1ccc2c(c1)OCCO2
→ 1, -1, -5, i, 13, -4, 2, -1.5, 1.4
- NC(=O)N/N=C1\c2ccccc2-c2c(C(N)=O)cccc21
→ 0, -5, 0, i, -6, -13, -6, -1.4, 3.0
- COc1ccc2c3c1OC1CC(O)C=CC31CCN(C)C2 (stereo not drawn)
→ -4&-8, 1&-3, -3&4, i, -7&9, -4&-10, 0&-11, -0.5&-2.6, -0.1&-0.7
- CC(=O)NC(c1cccs1)c1cc(Br)c2cccnc2c1O (stereo not drawn)
→ 8, 15*, 0, i, -10, -2, -2, -1.1, 0.0
- O=C(Nc1cccnc1)c1noc2c1CCCC2
→ 0, 1, 2, i, 15, -1, -7, 1.2, -0.2
- Cc1ccc2c(c1)C(=O)CC(c1ccccc1)S2 (stereo not drawn)
→ -16, 1, 3, i, -10, -6, 16, -0.3, 1.1
- NC(=O)c1ccc(NC(=O)COC(=O)CCc2ccc(S(=O)(=O)N3CCCCC3)cc2)cc1
→ 2, -4, 0, i, 1, -2, 1, 0.0, 0.6
- COC(=O)[C@H](NC(=O)c1cc(-c2ccccc2)sc1N)C(C)C
→ ·, ·, -2, i, ·, ·, ·, 0.4, 0.3
- O=C(O)C1CCCN(S(=O)(=O)c2cccc3cccnc23)C1 (stereo not drawn)
→ 2, -1, -7, i, -19, -9, -7, -0.7, -0.5
- O=C(COC(=O)CCCN1C(=O)c2ccccc2C1=O)Nc1cc(Cl)cc(Cl)c1
→ -20, -1, 5, i, -1, -3, 24, -0.3, 0.3
- COC(=O)c1ccc2ccccc2c1OC1OC(CO)C(O)C(O)C1NC(C)=O (stereo not drawn)
→ -1, -3, -5, i, -3, -2, 3, -0.2, -0.2
- CC1(C)COC(c2cc([N+](=O)[O-])ccc2Cl)=N1
→ -7, -3, 6, i, 0, -6, -3, -1.2, 1.1
- N#CCC(=O)Nc1ccc(C(=O)OCC(=O)NCc2ccc3c(c2)OCO3)cc1
→ -2, -1, 7, i, -13, -1, -7, -0.2, -0.2
- CC1CCC(C(C)C)C(OC(=O)Cn2c(-c3ccc(Br)cc3)[n+](C)c3ccccc32)C1 (stereo not drawn)
→ 1&-10, 2&0, -12&-3, i, 6&16, -1&-3, 6&11, 0.3&-0.7, -0.5&-1.8
- COc1cccc2sc3cc(C#CC4(O)CCCCC4)ccc3c(=O)c12
→ -7, 5, 7, i, -2, -1, 26, -0.1, 1.0
- O=C(COC(=O)C12CC3CC(CC(C3)C1)C2)Nc1ncc(Cl)cc1Cl
→ -6, 0, 0, i, -1, -8, 10, -1.4, -1.0
- O=C(CSc1nnc(CNC(=O)c2c(F)cccc2F)o1)c1ccc(Cl)cc1
→ 6, 1, -1, i, -5, -2, -4, -0.3, 0.0
- COc1cccc(C(=O)Nc2cc(C(=O)NCc3ccc(C)cc3)ccc2N2CCC3(CC2)CC(c2ccccc2)=NO3)c1
→ 4, -1, -2, i, -3, -1, 43, -0.1, 0.3
- CCC(C)N1CCN(S(=O)(=O)c2ccc(NC(C)=O)cc2)CC1 (stereo not drawn)
→ 3, 1, -12, i, -2, -2, 5, -0.6, 0.3
- Cc1cc2c(cc1S(=O)(=O)N1CCCC1)n(C)c(=O)c(=O)n2C
→ -4, 0, 1, i, -3, 0, -4, 0.0, 2.3

2 compounds drawn at random from the list so far:
Results follow in this order: E coli Lon inh, Rin1 Abl inh, CSN deneddyl inh, Neddylation inh, MLLE-PAM2 inh, bovine MsrA act, FAS TE block, Tb MetRS inh, MsrA inhibitor
- CCN(CC)c1ccc(NC(=O)Nc2cccc(C(C)=O)c2)cc1
→ 4, -3, 3, i, 25, 1, 2, -0.7, 0.1
- CC(=O)NC(c1cccs1)c1cc(Br)c2cccnc2c1O (stereo not drawn)
→ 8, 15*, 0, i, -10, -2, -2, -1.1, 0.0

Copied from the list.
For MsrA inhibitor, NC(=O)c1ccc(NC(=O)COC(=O)CCc2ccc(S(=O)(=O)N3CCCCC3)cc2)cc1 has the entry 0.6
For Tb MetRS inh, N#CCC(=O)Nc1ccc(C(=O)OCC(=O)NCc2ccc3c(c2)OCO3)cc1 has the entry -0.2
For E coli Lon inh, CC1CCC(C(C)C)C(OC(=O)Cn2c(-c3ccc(Br)cc3)[n+](C)c3ccccc32)C1 (stereo not drawn) has the entry 1&-10
For FAS TE block, COC(=O)c1ccc2ccccc2c1OC1OC(CO)C(O)C(O)C1NC(C)=O (stereo not drawn) has the entry 3
For CSN deneddyl inh, NC(=O)N/N=C1\c2ccccc2-c2c(C(N)=O)cccc21 has the entry 0

(continued)
Results follow in this order: E coli Lon inh, Rin1 Abl inh, CSN deneddyl inh, Neddylation inh, MLLE-PAM2 inh, bovine MsrA act, FAS TE block, Tb MetRS inh, MsrA inhibitor
- C#CCN1C(=O)C(O)(CC(=O)c2ccc3c(c2)OCCO3)c2ccccc21 (stereo not drawn)
→ 2, -3, -5, i, -1, -1, -3, 0.4, -0.7
- CC(=O)Oc1ccc(C)cc1N1C(=O)c2ccc(C(=O)O)cc2C1=O
→ -2, 3, -3, i, 12, 1, -7, -0.4, 0.4
- COc1cc(C)ccc1OCc1cc(C(=O)N2C[C@H]3CC[C@H]2C3)no1
→ 2, 1, 1, i, 4, -2, -1, 0.3, -0.3
- O=C(OCC(=O)N1CCN(C(=O)c2ccco2)CC1)c1cccc(F)c1
→ -8, 2, -1, i, 8, -9, -6, -0.1, -1.4
- CC(C)C[C@H]1CN(CCCC[C@@H]2CNC(=O)C(=O)N2CC2CCCCC2)C(=O)C(=O)N1CCc1ccc(O)cc1
→ -2, ·, -4, i, ·, -1, 2, 0.3, -0.7
- O=C(COC(=O)c1cncc(Br)c1)Nc1nnc(-c2ccccc2)o1
→ 2, 2, 1, i, -11, -4, -6, -0.4, -1.5
- O=C(Nc1ccc(Cl)cc1)c1csc(Cc2ccccc2)n1
→ -2, 0, -1, i, -13, -6, 2, 0.5, -0.9
- COc1ccc(NC(=O)CCC(=O)OCC(=O)c2ccc(Oc3ccc([N+](=O)[O-])cc3)cc2)cc1
→ -2, 1, 7, i, -9, -4, -4, -0.1, 0.2
- COc1ccc([C@H]2C[C@@H](n3cc(COC(=O)c4ccccc4)nn3)[C@H](O)CN2C(=O)C2CCCCC2)cc1
→ -9, 3, 1, i, 1, -11, -4, -0.1, 0.4
- CC1(CCc2ccccc2)NC(=S)N(c2ccccc2)N1 (stereo not drawn)
→ -2, 0, 4, i, -3, -2, -3, -0.6, -0.5
- CCOC(=O)N1CCN(Cc2nc3ccc([N+](=O)[O-])cc3c(=O)n2-c2ccc(OC)cc2OC)CC1
→ -5, -1, -2, i, -1, 0, 8, -0.6, 1.6
- COc1ccc2c(C)cc(SCc3c(C)noc3C)nc2c1
→ 5, -38, -3, i, -2, 1, 21, 0.8, -0.2
- O=C(c1ccccc1)c1ccccc1C(=O)N1CCN(C(=O)c2ccccc2)CC1
→ 10, -1, -2, i, 0, -4, -4, 0.1, 1.9
- CC(C)(C)Cc1c(-c2cccc(Br)c2)nc2ccc(Br)cn12
→ -4, 3, 5, i, -6, -1, 6, 0.5, 1.6
- COC(=O)C1=C(C)Nc2nc(SCc3ccccc3)[nH]c(=O)c2C1c1cccs1 (stereo not drawn)
→ -3, 1, -4, i, -1, -4, 2, -0.2, -1.5
- COc1cccc(NC2SC(=O)N(c3ccccc3)C2=O)c1 (stereo not drawn)
→ 0, 4, -2, i, 29, -1, -3, 0.1, -0.5
- CCC(C)Oc1cccc(OCCCCN2C(=O)NC(C)(C)C2=O)c1 (stereo not drawn)
→ 8, 0, 0, i, 8, -5, 8, -1.3, 1.2
- O=C1CCC(C(=O)N2CCCCO2)CN1Cc1cccc(F)c1 (stereo not drawn)
→ -3, 2, -1, i, 7, -2, -2, -0.1, -0.4
- CC(C(=O)NCc1ccccc1)N1C(=O)c2ccccc2C1=O (stereo not drawn)
→ -6, -1, -2, i, -3, -3, -4, -0.3, 0.1
- CCOC(=O)C1=C(C)N(C[C@@H]2CC[C@@H](Cc3ccc(-c4ccccc4)cc3)O2)C(=O)NC1c1ccc([N+](=O)[O-])cc1 (stereo partly drawn)
→ 2, -2, 1, i, 7, 0, 26, 0.4, 1.5
- CCC(C)NC(=O)c1ccc2c(SCC(=O)O)c3c(nc2c1)CCCC3 (stereo not drawn)
→ 1, -2, 6, i, 10, -2, -9, 0.3, 0.0
- COC(=O)C(c1ccccc1)C(CC(=O)c1ccccc1)c1ccccc1 (stereo not drawn)
→ 2, 5, 2, i, 16, 0, 18, 0.0, -0.6
- O=C1CSC(=Nc2ccc(Cl)cc2)N1
→ -9, 2, 0, i, -16, -3, -6, -0.2, 0.3
- COc1ccccc1C(=O)C1CCCN(C(=O)c2cccc(-n3cccn3)c2)C1 (stereo not drawn)
→ -6, -2, -1, i, -1, -3, -3, -0.4, -1.3
- CCOc1cc(C(c2c(C)[nH][nH]c2=O)c2c(C)[nH][nH]c2=O)ccc1O
→ 12, -6, -1, i, -15, 0, 13, 1.0, 0.9
- COC(=O)c1ccccc1NC(=O)CSc1nnnn1C1CCCCC1
→ 7, 1, 1, i, -13, 0, 17, -1.0, -1.6
- CCS(=O)(=O)c1ccc2oc(Nc3ccccc3Cl)nc2c1
→ -1, -1, 2, i, 1, -3, 2, -1.1, -1.0
- Cc1cc(C)c2c(CC(=O)Nc3ccc(Cl)cn3)coc2c1
→ -11, 1, 0, i, -1, -8, -4, -1.1, 1.5

Hits appear at their usual frequency. About 4% of those tested had a hit in this group.
